High-throughput results from PubChem.
MEP2 TOR yeast: yeast TOR pathway MEP2-GFP modulation. S. cerevisiae MEP2-GFP strain, flow cytometry GFP, 3 h; 100% = DMSO control level. GFP response vs DMSO, % at 10 µM. 0.51% of 330,000 active;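 active = GFP response versus DMSO above a set limit, roughly screen mean plus 3 SD, cut at about 180% in these data; inconclusive = fewer than 70 cells counted for a yeast strain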;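 note: median GFP fluorescence of the barcode-gated MEP2-GFP cells per well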
AHR act: activators of human aryl hydrocarbon receptor; P35869; AHR-responsive luciferase reporter cells, luminescence; activation, % at 5 µM; 2.5% of 320,000 active; in the data active = activation above about 47%;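 note: 0% = vehicle wells and 100% = reference agonist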
Target sequence (P35869 whole entry, looked up): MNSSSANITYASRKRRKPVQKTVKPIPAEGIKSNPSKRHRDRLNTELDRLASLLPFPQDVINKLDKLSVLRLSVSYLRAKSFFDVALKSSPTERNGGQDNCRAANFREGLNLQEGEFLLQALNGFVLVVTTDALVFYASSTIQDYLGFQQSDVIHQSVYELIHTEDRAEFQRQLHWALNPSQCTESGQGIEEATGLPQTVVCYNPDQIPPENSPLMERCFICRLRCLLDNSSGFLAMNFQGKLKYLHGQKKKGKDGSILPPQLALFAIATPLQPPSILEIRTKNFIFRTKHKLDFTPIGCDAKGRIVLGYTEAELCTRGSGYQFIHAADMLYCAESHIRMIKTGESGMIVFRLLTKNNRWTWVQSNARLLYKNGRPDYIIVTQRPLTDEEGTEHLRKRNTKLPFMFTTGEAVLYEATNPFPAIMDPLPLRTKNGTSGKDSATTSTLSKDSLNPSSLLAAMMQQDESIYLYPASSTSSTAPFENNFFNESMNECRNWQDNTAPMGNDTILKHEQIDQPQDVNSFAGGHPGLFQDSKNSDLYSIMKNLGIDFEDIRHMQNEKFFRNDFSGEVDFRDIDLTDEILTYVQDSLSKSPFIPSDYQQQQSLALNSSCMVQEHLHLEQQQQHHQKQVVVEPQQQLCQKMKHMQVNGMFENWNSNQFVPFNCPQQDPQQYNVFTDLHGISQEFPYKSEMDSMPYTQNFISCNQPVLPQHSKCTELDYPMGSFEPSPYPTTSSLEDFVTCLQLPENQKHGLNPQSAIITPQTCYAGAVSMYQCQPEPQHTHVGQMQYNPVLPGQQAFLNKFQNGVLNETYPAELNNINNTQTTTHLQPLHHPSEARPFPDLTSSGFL
proCasp3 act: procaspase-3 (human) activation | AID 463141 | P42574 | activation, % at 8.5 µM | 0.11% of 330,000 active | recombinant procaspase-3 D3A, Ac-DEVD-pNA absorbance 405 nm;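 active = activation above the mean of all tested compounds plus 3 SD, cut at about 21% in these data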;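 note: 0% = DMSO alone and 100% = DMSO wells spiked with extra 5 µM PC-3 D3A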
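assay system = Procaspase-3 D3A mutant | signal = absorbance at 405 nm, 0 and 120 min | times = 1 h preincubation plus 2 h reaction at 25 °C | repeats = single replicate | read-out = % activation between DMSO and enzyme-spiked controls | medium = Zinc-free HEPES saline buffer with Triton X-100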
proCasp7 act: counter-screen for procaspase-3 activators: activators of human procaspase-7 | recombinant procaspase-7, Ac-DEVD-pNA absorbance 405 nm; D23A/D198A/D206A triple mutant, cannot self-cleave; scale: DMSO 0, 5 µM enzyme 100 | activation, % at 8.5 µM | 0.093% of 330,000 active;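 active = percent activation above the screen-wide mean plus 3 SD, cut at about 25% in these data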
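Assay system: Uncleavable procaspase-7 mutant enzyme / Input: 2 µM procaspase-7 mutant as dispensed / Dosing: single nominal 8.5 µM compound dose, 0.8% DMSO final / Timing: 1 h enzyme–compound preincubation and 2 h substrate reaction, both 25 °C / Detection: p-Nitroaniline absorbance at 405 nm, read at 0 and 120 min / Replication: singlicate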
AGP1 TOR yeast: modulators of TOR pathway AGP1-GFP in S. cerevisiae. S. cerevisiae AGP1-GFP multiplex flow cytometry, 3 h; GFP as percent of DMSO wells. GFP response vs DMSO, % at 10 µM. 0.02% of 320,000 active;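 active = GFP response relative to DMSO above a set limit, near screen average plus 3 SD, cut at about 150% in these data; inconclusive = fewer than 70 cells counted for the yeast strain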;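 note: median GFP channel fluorescence of the gated AGP1 strain per well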
LAP4 TOR yeast: yeast TOR pathway LAP4-GFP modulation | S. cerevisiae LAP4-GFP multiplex, flow cytometry GFP, 3 h; median GFP as percent of DMSO wells | GFP response vs DMSO, % at 10 µM | 0.34% of 320,000 active;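 active = GFP response vs DMSO above a set limit, about the screen mean plus 3 SD, cut at about 150% in these data; inconclusive = under 70 cell events counted for the yeast strain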
RPL19A-GFP yeast: yeast TOR pathway RPL19A-GFP modulation; S. cerevisiae RPL19A-GFP strain, flow cytometry, 3 h; stronger effect = lower value; percent response vs DMSO, % at 10 µM; 0.3% of 330,000 active;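 active = percent response vs DMSO below 50%; inconclusive = fewer than 70 events counted for the yeast strain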;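 note: median channel GFP fluorescence of the barcoded RPL19A-GFP strain; ratio of sample median GFP to plate DMSO average so 100% = DMSO; lower means less RPL19A-GFP as with rapamycin TOR inhibition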
CIT2-GFP yeast: modulators of TOR pathway CIT2-GFP in S. cerevisiae | S. cerevisiae CIT2-GFP strain, flow cytometry, 3 h; 100 means same as DMSO wells | GFP response vs DMSO, % at 10 µM | 0.065% of 320,000 active;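 active = GFP response relative to DMSO above a set limit, near the screen mean plus 3 SD, cut at about 150% in these data; inconclusive = Fewer than 70 cells measured for a yeast strain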;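 note: ratio of well median GFP fluorescence to mean of DMSO wells on the plate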
* = called active by the depositor; ? = inconclusive; . = not tested or not shown; [ ] = remark or other dose.

SMILES | MEP2 TOR yeast | AHR act | proCasp3 act | proCasp7 act | AGP1 TOR yeast | LAP4 TOR yeast | RPL19A-GFP yeast | CIT2-GFP yeast
CCOCCCn1c(=O)c(NC(=O)c2ccc(OCC)cc2)c2n(c1=S)CCCCC2 | 99 | 3 | 5 | 7 | 97 | 97 | 97 | 96
CC(C)OC(=O)CCC1(C(=O)O)CCC(=O)NC1 (stereo not drawn) | 98 | 4 | 9 | 1 | 96 | 99 | 94 | 100
Cc1nn(S(=O)(=O)c2ccccc2)c(C)c1S(=O)(=O)N1CCOCC1 | 98 | -1 | 3 | -5 | 103 | 94 | 100 | 103
COc1ccc(NC(=O)CSc2nnc(-c3ccncc3)n2CC2CCCO2)c(OC)c1 (stereo not drawn) | 96 | -1 | 2 | 5 | 103 | 103 | 103 | 97
CCC1(C)N(O)C(C)(C)C(c2ccc(F)cc2)=[N+]1[O-] (stereo not drawn) | 99 | 2 | -7 | -2 | 97 | 98 | 103 | 86
CCOc1ccccc1NC(=O)CSc1n[nH]c(=O)n1-c1ccccc1 | 108 | 6 | -5 | -6 | 100 | 91 | 100 | 100
Cc1ccc(NC(=O)c2ccc3nsnc3c2)c(C)c1 | 117 | 1 | -4 | -4 | 85 | 82 | 97 | 100
COc1ccc2oc(C(=O)OCC(=O)N(C)Cc3ccccc3)c(C)c2c1 | 93 | 2 | 5 | 5 | 108 | 128 | 98 | 77
COc1ccccc1CCC(=O)OCC(=O)Nc1cccc(S(=O)(=O)N2CCOCC2)c1 | 96 | -2 | -9 | -4 | 88 | 93 | 92 | 91
CCOC(=O)C1=C(C)NC2=C(C(=O)c3ccccc32)C1c1ccc([N+](=O)[O-])o1 (stereo not drawn) | 99 | 30 | -4 | -4 | 108 | 118 | 98 | 105
CCCCCCc1cc2cc(C(N)=O)c(=N)oc2cc1O | 107 | 9 | 1 | 2 | 105 | 109 | 103 | 94
COc1ccccc1N1CCN(S(=O)(=O)c2ccc(-c3ccc(=O)[nH]n3)o2)CC1 | 105 | 3 | 1 | 5 | 108 | 92 | 104 | 109
Fc1ccccc1CN1CCCC(NC2CCC2)C1 (stereo not drawn) | 94 | 4 | 14 | 2 | 102 | 90 | 98 | 96
CCCCn1c(=O)[nH]c(=O)c2c1nc(-c1ccc(C#N)cc1)n2C1CCCC1 | 100 | 17 | -2 | 4 | 102 | 103 | 103 | 96
CC(C)c1onc(C(=O)NC2CCCCC2)c1[N+](=O)[O-] | 99 | 0 | -1 | 6 | 101 | 101 | 100 | 104
Cc1noc(/C=C/N(C)C)c1S(=O)(=O)N1CCCC(C(=O)N2CCCCC2)C1 (stereo not drawn) | 98 | -3 | -10 | 5 | 97 | 101 | 96 | 91
S=c1nc(-c2sccc2OCc2ccc(Cl)cc2Cl)[nH][nH]1 | 98 | 31 | -9 | -5 | 102 | 98 | 97 | 101
CC1(C)CC(=O)C(C(=O)CCCCC(=O)C2C(=O)CC(C)(C)CC2=O)C(=O)C1 | 94 | -1 | 7 | -20 | 98 | 100 | 99 | 88
Cc1nnc(SCCn2c(N3CCN(C)CC3)nc3c2c(=O)n(C)c(=O)n3C)s1 | 93 | -2 | 6 | 5 | 99 | 83 | 94 | 94
COC(=O)c1ccccc1NC(=O)c1ccccc1NS(C)(=O)=O | 99 | 2 | 8 | 14 | 95 | 99 | 97 | 93
O=C(CNC(=O)N1CC(=O)Nc2ccccc21)Nc1ccc(F)c(Cl)c1 | 100 | 38 | 9 | -2 | 91 | 91 | 91 | 103
CC(C)c1ccc(/C=N/NC(=O)CC(=O)NC2CCCCC2)cc1 | 96 | 4 | 3 | 1 | 100 | 106 | 101 | 96
O=C(Nc1ccc(F)cc1)C1CCCO1 (stereo not drawn) | 102 | -1 | 5 | 6 | 103 | 106 | 102 | 99
CN1CCN(c2ccncc2S(=O)(=O)N2CCCCC2)CC1 | 100 | -2 | 1 | 5 | 100 | 104 | 96 | 93
O=C(Nc1c(Cl)cc(Cl)cc1C(=O)NCC1CCCO1)c1ccco1 (stereo not drawn) | 98 | 1 | 0 | 10 | 98 | 98 | 98 | 97

Further records
SMILES | MEP2 TOR yeast | AHR act | proCasp3 act | proCasp7 act | AGP1 TOR yeast | LAP4 TOR yeast | RPL19A-GFP yeast | CIT2-GFP yeast
CN1CCc2c(sc(NC(=O)Cc3ccccc3)c2C#N)C1 | 98 | 34 | -3 | 3 | 97 | 105 | 100 | 91
CN1CCN(CCCNC(=O)CCN2C(=O)COc3ccccc32)CC1 | 108 | 0 | -6 | 9 | 109 | 110 | 102 | 105
Cc1cc(C)cc(C(=O)NCC(=O)OCC(=O)NC2CC2)c1 | 98 | 0 | 6 | 2 | 100 | 91 | 100 | 103
Cn1c(N)c(S(=O)(=O)N2CCN(c3cccc(Cl)c3)CC2)c(=O)n(C)c1=O | 105 | 5 | -1 | 4 | 95 | 89 | 103 | 103
CCN(CC)CCNC(=O)c1ccc(Sc2ccc(C)cc2)c(NC(C)=O)c1 | 103 | -1 | -2 | 4 | 104 | 102 | 102 | 105
CC(C)(C)OC(=O)NCc1ccc(NC(=O)c2nc[nH]c2C(=O)NCCCCCCNC(=O)c2[nH]cnc2C(=O)Nc2ccc(CNC(=O)OC(C)(C)C)cc2)cc1 | 102 | -2 | 0 | 0 | 106 | 103 | 113 | 97
CSc1nnc2n(Cc3ccccc3)c(=O)c3c4c(sc3n12)COC(C(C)C)C4 (stereo not drawn) | 99 | 5 | 8 | 14 | 99 | 95 | 96 | 105
O=C(Nc1ccccc1Cl)NC1(C(=O)N2CCCCC2)CCCCC1 | 101 | -1 | -3 | 2 | 105 | 99 | 100 | 105
Cn1c(=O)c2c(nc(NCCNC(=O)c3ccco3)n2Cc2ccccc2Cl)n(C)c1=O | 103 | 0 | 2 | -6 | 103 | 91 | 104 | 102
CC(C)c1ccc(Nc2nc(NCc3ccco3)nc(N3CCOCC3)n2)cc1 | 106 | 85* | 4 | 8 | 107 | 119 | 103 | 108
Cc1nnc(NC(=O)Nc2ccc(Cl)c(Cl)c2)s1 | 100 | 13 | 3 | 13 | 100 | 97 | 100 | 98
CC(=O)c1sc2c(c1OC(=O)c1ccc(Cl)cc1Cl)c(=O)n(-c1ccccc1)c(=S)n2-c1ccccc1 | 100 | -1 | -10 | -6 | 95 | 92 | 98 | 92
CCCN(Cc1nnc(-c2ccccc2Cl)o1)C(=O)c1ccc(C)c(S(=O)(=O)N2CCOCC2)c1 | 105 | 6 | -3 | 8 | 98 | 108 | 99 | 99
COc1ccc(NS(=O)(=O)c2ccc(C)c(C(=O)NCC(c3ccco3)N(C)C)c2)cc1 (stereo not drawn) | 92 | 0 | 2 | 1 | 89 | 93 | 89 | 82
O=C(N/C=C/c1ccccc1)Nc1ccc(Cl)cc1 | 118 | 11 | -2 | 8 | 103 | 115 | 105 | 122
O=C(Cc1ccccc1)Nc1ncnc2c1C(c1ccccc1)c1c(ccc3ccccc13)O2 (stereo not drawn) | 94 | 6 | 0 | -6 | 87 | 88 | 99 | 87
COc1ccc(/C=C/CN2CCN(Cc3ccc(C)cc3)C(CCO)C2)cc1 (stereo not drawn) | 104 | 0 | 1 | 13 | 92 | 92 | 99 | 98
Cc1cc(N=Cc2c(O)ccc3ccccc23)no1 | 91 | 18 | 0 | 11 | 81 | 92 | 95 | 78
CC(C)C(NC(=O)c1ccc2c(c1)OCO2)C(=O)N/N=C\c1ccco1 (stereo not drawn) | 108 | 3 | -12 | -4 | 104 | 113 | 110 | 102
CCNC(=O)COC(=O)c1ccc(-n2nc(C)cc2C)cc1 | 103 | -1 | 3 | 3 | 108 | 102 | 102 | 106
CC(=O)c1cccc(CN2CCCC(CCC(=O)NCc3ccc(C)o3)C2)c1 (stereo not drawn) | 96 | 3 | -6 | 0 | 99 | 94 | 95 | 98
CCOC(=O)c1c(NC(=O)CC)sc(C(=O)NC2CCCC2)c1C | 99 | 24 | 8 | -5 | 99 | 100 | 103 | 91
OC(CNc1ncnc2sccc12)c1ccccc1 (stereo not drawn) | 99 | 1 | 4 | -2 | 103 | 115 | 95 | 100
CCN(CC(=O)Nc1ccc(C)c(S(=O)(=O)N2CCOCC2)c1)Cc1ccccc1 | 104 | 1 | -4 | 13 | 105 | 104 | 98 | 94
COc1cc(C2NC(=O)NC(C)=C2C(C)=O)cc(OC)c1OC (stereo not drawn) | 101 | 1 | 0 | 8 | 111 | 111 | 98 | 105

(more compounds)
SMILES | MEP2 TOR yeast | AHR act | proCasp3 act | proCasp7 act | AGP1 TOR yeast | LAP4 TOR yeast | RPL19A-GFP yeast | CIT2-GFP yeast
O=C(Nc1ccccc1N1CCCCC1)c1ccc(-c2ccc(Cl)cc2)o1 | 93 | 6 | -16 | 1 | 88 | 103 | 89 | 82
COc1ccccc1CNC(=O)c1oc2ccc(S(=O)(=O)N3CCOCC3)cc2c1C | 102 | -1 | -1 | -1 | 102 | 99 | 99 | 97
O=C(C1CCN(S(=O)(=O)Cc2ccccc2)CC1)N1CCCc2ccccc21 | 100 | 10 | 2 | 3 | 96 | 105 | 98 | 92
CCOC(=O)CNC(=O)COc1ccc(Cl)cc1Br | 87[may fluoresce red] | 0 | 0 | -3 | 82[may fluoresce red] | 94[may fluoresce red] | ? | 68[may fluoresce red]
CCOc1ccc2oc(C(=O)N3CCN(c4ccccn4)CC3)c(C)c2c1 | 105 | . | . | . | 82 | 107 | 103 | 105
CCOC(=O)N1CCN(C(=O)CSCc2nc(-c3ccccc3F)oc2C)CC1 | 107 | 5 | -7 | -12 | 104 | 93 | 107 | 99
NC(Cc1ccc(O)c([N+](=O)[O-])c1)C(=O)O (stereo not drawn) | 101 | 0 | -4 | -20 | 98 | 89 | 104 | 97
CCn1c(CCC(=O)N(C)CC(=O)Nc2cccc(F)c2)nc2cc(S(=O)(=O)N(C)C)ccc21 | 102 | 1 | 9 | 6 | 111 | 109 | 102 | 99
Cc1cc(C)n(-c2ccc(C(=O)NCc3ccc(F)cc3)cc2)n1 | 105 | -4 | -6 | 0 | 102 | 99 | 97 | 97
O=C(CSc1nc2ccccc2c(=O)n1-c1ccc(F)cc1)Nc1ccc2c(c1)CCC2 | 101 | 6 | 12 | 14 | 98 | 94 | 102 | 100
CCCCN(CCCC)c1nc(OC)nc(-n2nnc(C(C)=O)c2C)n1 | 92 | 3 | 6 | -2 | 91 | 89 | 93 | 94
O=C(CCNC(=O)c1ccco1)NCc1ccc(F)cc1 | 99 | 0 | 4 | 10 | 102 | 98 | 98 | 92
O=C(Nc1nccs1)c1ncc(Cl)c(Cl)c1Cl | 108 | 47* | 9 | -1 | 93 | 86 | 97 | 110
Cc1ccc(S(=O)(=O)Nc2ncc(C(F)(F)F)cc2Cl)cc1 | 91 | -5 | 0 | -3 | 89 | 92 | 103 | 92
